TGFb inhibitor: TGF-b pathway inhibition; AID 588855; Potency, µM (top dose mostly 46.1 µM), for inactives: top-dose activity, negative = inhibition, hits mostly inhibitors; 410,000 compounds, 1.2% hits; HepG2 CAGA-GFP TGF-b/SMAD3 reporter, GFP fluorescence, 18 h; TGF-beta stimulated, 500 pg/mL final; further: potency means the concentration at half of the fitted maximal effect; on the % scale 0 is the no-effect control and ±100 the full control effect; nearly all actives have a fitted effect of over 65% in size
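TGF-beta reporter screen: HEPG2 CAGA-GFP, 1% FBS, 500 pg/mL TGF-beta final, 18 h; per-cell GFP summed per well; curves fitted and categorized by class.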
Mm-Cpn inhibitor: M. maripaludis TRiC chaperonin inhibition | Potency, µM (titrated, usually from 76.9 µM), for inactives: at the highest dose activity, negative = inhibition, most hits filed as inhibitors | 330,000 compounds, 0.031% hits | AID 504842 | purified Mm-Cpn ATPase, ADP Transcreener TR-FRET; further: potency means the concentration at half of the fitted maximal effect; on the % scale 0 is the no-effect control and ±100 the full control effect; nearly all actives have a fitted effect of over 80% in size
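25 nM Mm-CPN + cpd, 10 min 37°C; + 10 uM ATP, 30 min 37°C; buffer 30 mM Tris pH 7.4, 100 mM KCl, 5 mM MgCl2, 1 mM DTT; Transcreener ADP HTRF detection 30 min RT.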
Nrf2 activator: Nrf2 pathway activation; AREc32 ARE-luciferase reporter (MCF7-derived line), luminescence, 24 h; Potency, µM (top dose mostly 46.1 µM), for the others: at the top dose activation, most hits filed as activators; 410,000 compounds, 0.31% hits; AID 624171; further: potency means the concentration at half of the fitted maximal effect; % of control where 0% means no effect; nearly all actives have a fitted effect of over 65% in size
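AREc32 cells carrying an ARE-driven firefly luciferase reporter were seeded at 1000 cells/well in OPTI-MEM with 5% FBS, then exposed to compound for 24 hr at 37 deg C. Luminescence was read with Steady-Glo after 30 min at RT.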
A549 tox: kills or reduces viability of A549 cells in Nrf2 counter-screen | 390,000 compounds, 0.16% hits | Potency, µM (highest dose often 46 µM), without a hit: at the top dose activity change, negative = cytotoxicity, most hits filed as inhibitors | A549 ARE-Fluc cells, CellTiter-Fluor viability, 18-24 h; further: potency means the concentration at half of the fitted maximal effect; on the % scale 0 is the no-effect control and ±100 the full control effect
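Cytotoxicity counterscreen: CellTiter-Fluor fluorescence was measured in A549 ARE_Fluc cells after 18-24 h of compound exposure in a concentration series. The subsequent BugLite luminescent read reports ARE-luciferase activity.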
CCT chaperon mod: cytosolic chaperonin activity modulation | activity change, % (test concentration not listed), hits read low | 360,000 compounds, 0.3% hits | purified chaperonin ATPase assay, HTRF ADP detection, 30 min; in the data active means activity change below about -30%; further: on the % scale 0 is the no-effect control and ±100 the full control effect
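Nucleotide hydrolysis assay: TRiC at 20–40 nM final (set by batch activity) with 10 uM ATP, 30 min at 37 °C, in presence of 76 uM compound. Detection by competitive ADP HTRF, 30 min ambient.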
Nrf2 inh: inhibitors of Nrf2 signaling. 360,000 compounds, 2.1% hits. Potency, µM (series often up to 46 µM), without a hit: top-dose activity change, negative = inhibition, usual class: inhibitors. A549 ARE-Fluc reporter, luciferase luminescence, 18-24 h; further: potency means the concentration at half of the fitted maximal effect; on the % scale 0 is the no-effect control and ±100 the full control effect; nearly all actives have a fitted effect of over 60% in size
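Reporter: ARE-Fluc in A549. Exposure: 18-24 h, 37 °C, 5% CO2, 5% FBS OPTI-MEM. Readouts: fluorescent cytotoxicity (CellTiter-Fluor), then luminescent Nrf2 signal after BugLite.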
HepG2 tox: HepG2 cytotoxicity, counter-screen for TGF-b inhibitors; HepG2 CAGA-GFP viability, ATP luminescence, 18 h; Potency, µM (doses to about 46.1 µM), for the others: top-dose activity change, negative = cytotoxicity, usual class: cytotoxic; 410,000 compounds, 0.76% hits; further: potency means the concentration at half of the fitted maximal effect; some results filed as inactive show a strong effect at the top dose
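CellTiter-Glo luminescence gave cytotoxicity after 18 hours at 37 degrees C. The cells were HepG2 CAGA-GFP in 1% FBS DMEM, stimulated with 500 pg/mL TGF-beta after compound addition. %Activity was normalised to no-cell wells (complete cell-killing) and DMSO (no toxicity), and curves were fitted and classified.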
pAkt inh: blocks phosphorylation of Akt | activity change, % for hits at 50 µM | 360,000 compounds, 0.32% hits | Neuro2A IGF-stimulated pAkt S473 HTRF, 20 min; active compounds read low; in the data active means activity change below about -80%; inconclusive means mostly about -51% to -80%; further: on the % scale 0 is the no-effect control and ±100 the full control effect
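Neuro2A cells (4,500/well, DMEM with 0.5% FBS) were treated with compound at a single 50 µM final concentration, stimulated with 6 nM IGF for 20 min at 37 °C, and lysed. Phospho-Akt Ser473 was read by HTRF as 665/615 ratio ×10^4.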
ATXN viability: viability counter-screen for ATXN expression inhibitors | Potency, µM (titrated, usually from 56.7 µM), actives largely listed as cytotoxic | 400,000 compounds, 0.49% hits | S2 cells (HEK-293 line with an ATXN2-luciferase reporter) viability, CellTiter-Fluor protease fluorescence, 24 h; further: potency means the concentration at half of the fitted maximal effect; nearly all actives have a fitted effect of over 40% in size
Starred values were filed as active, the others as inactive; i = inactive; ? = inconclusive; / = not tested or not shown; & = joins results of further samples; [ ] = another dose, or the depositor's remark. Unless noted, the call rests on the fitted dose curve; in most records, active means well fitted curve in the direction sought with a large enough effect; inconclusive means small, poorly fitted or top-dose-only effect, or another doubt; inactive means no such curve, though single readings can be large; an effect the other way counts as inactive or inconclusive. Rows are unselected; about 4.4% have a hit in one of these screens.

Each structure is followed by: HepG2 tox	CCT chaperon mod	pAkt inh	ATXN viability	Nrf2 activator	Nrf2 inh	A549 tox	Mm-Cpn inhibitor	TGFb inhibitor
- Cc1ccc(SCC(=O)Nc2ccc(N3CCOCC3)cc2)c(C)c1
  15.0%	-2.0	i	i	0.2%	8.4%	-1.2%	0.1%	1.1%
- O=C(O)COc1ccc(/C=C/c2ccc3cccc([N+](=O)[O-])c3n2)cc1
  -18.6%	-0.7	i	i	28.0%	2.7%	-8.5%	-0.1%	-18.2%
- CCOC(=O)c1c(C)[nH]c(C(=O)COC(=O)CSC)c1C
  -12.6%	-1.2	i	i	2.8%	4.8%	0.0%	-3.2%	12.7%
- COc1cc(Cl)c(C)cc1NC(=O)CSc1ccccc1
  -15.0%	-0.4	i	i	2.7%	-5.1%	9.3%	0.7%	2.2%
- O=C(NCCCN1CCOCC1)c1ccc2nc(Cc3cccc(Cl)c3)oc2c1
  -26.4%	1.2	i	i	2.3%	-5.9%	7.0%	1.8%	5.2%
- O=C(c1ccc(Br)cc1)N(Cc1ccco1)c1ccccn1
  -3.8%	/	/	i	5.2%	6.8%	5.5%	/	-3.7%
- CC(=O)Nc1cc(-c2cccc(C(=O)NCCN(C)C)c2)cn2c(-c3ccc(F)c(Cl)c3)cnc12
  -44.2%	-1.2	i	?	0.8%	/	/	/	66.8%[activator]
- CC(=O)N1CCN(Cc2nc3cc(Cl)ccc3c(=O)[nH]2)CC1
  -6.5%	-0.4	i	i	-0.2%	-23.3%	5.0%	1.3%	18.9%
- Cc1nc2sc(C(c3cccc(F)c3)N3CCCC(C)C3)c(O)n2n1 (stereo unspecified)
  2.5%	-0.6	i	i	0.2%	-5.4%	3.9%	-0.2%	-1.8%
- CCOC(=O)CSc1nc(N)nc(C)c1Cl
  0.0%	-1.0	i	i	7.3%	15.3%	-2.9%	-0.7%	19.2%
- CSc1ccccc1NC(=O)Cn1c([N+](=O)[O-])cnc1C
  3.9%	-1.7	i	i	-0.1%	-14.4%	0.3%	-0.6%	0.0%
- CC(C)C[C@H](NC(=O)[C@@H]1O[C@H]1C(=O)O)C(=O)NCCCCN=C(N)N
  14.0%	1.0	i	?	0.3%	-5.0%	?	-1.1%	18.9%
- Nc1ncc(Br)cc1S(=O)(=O)NCCC(=O)N1CCN(c2ccccn2)CC1
  -1.3%	-4.5	i	i	-0.1%	-5.4%	-4.3%	3.4%	10.1%
- CN(C(=S)NC(=O)/C=C/c1ccc(F)cc1)C1CCCCC1
  -19.6%	0.5	i	i	3.1%	?	0.7%	1.4%	-23.4%
- C/C(=N/NS(=O)(=O)c1ccc(Br)cc1)c1cccc(NC(=O)C2CC2)c1
  7.0%	1.2	i	i	-2.1%	/	/	/	13.4%
- CCc1noc(C)c1C(=O)Nc1ccc(C(F)(F)F)cc1
  -1.1%	1.9	i	i	-0.7%	-7.7%	-1.6%	-1.9%	-2.8%
- COc1cccc(/C=C2\SC(=S)N(C(C(=O)O)c3ccccc3)C2=O)c1OC (stereo unspecified)
  -15.5%	-2.3	i	i	0.6%	-2.0%	0.5%	-5.9%	-18.6%
- CC(O)(c1cccc(F)c1)c1nc(-c2ccc3c(c2)OCO3)cs1 (stereo unspecified)
  -25.0%	-0.8	i	i	-0.2%[9.22 µM]	/	/	/	-29.7%
- Nc1nc2c(ncn2C2CCCC2)c(=O)[nH]1
  -2.5%	1.3	i	i	3.7%	0.7%	4.2%	/	?
- CSc1ccc(CCNC(=O)c2cnn(-c3ccccc3)c2-n2cccc2)cc1
  -15.3%	/	/	i	-0.5%	-8.3%	-16.5%	/	-21.6%
- CN(Cc1ccco1)C(=O)C1CCC(=O)N(CCc2cccc(F)c2)C1 (stereo unspecified)
  0.1%	-1.9	i	i	0.5%	8.3%	1.0%	-0.1%	-13.2%
- CCOc1ccc(-c2c(C)nn3c(C)c(C(=O)NCc4ccc(Cl)cc4)cnc23)cc1OCC
  -3.8%	/	/	i	0.4%	-3.4%	-0.3%	/	-2.2%
- COc1ccc(Nc2nc(N)nc(CSc3nnc(N)s3)n2)cc1
  -20.7%	0.6	i	i	3.2%	?	-0.1%	1.2%	0.0%
- CCC(CO)Oc1cc(NCc2ccc(OC)cc2)c2ncn(C(C)C)c2c1 (stereo unspecified)
  -11.7%	-4.3	i	i	0.0%	-5.0%	-2.8%	-5.4%	?
- Oc1ccc(NCc2cccc(OCc3ccc(F)cc3)c2)cc1
  -94.6%	-1.9	i	i	?	?	13.8%	-8.2%	?
- O=C(Nc1cccc(Cl)c1)c1cccc(N2C(=O)C3CC=CCC3C2=O)c1 (stereo unspecified)
  -8.7%	1.2	i	i	4.3%	24.1%	3.3%	0.8%	-5.0%
- O=C(COC(=O)c1ccccc1NS(=O)(=O)c1ccc(Cl)cc1)NCc1ccccc1
  -1.6%	-3.3	i	i	-0.5%	2.2%	2.6%	-6.1%	-8.3%
- COc1cccc(-c2oc3c(c2C(=O)OCCN2CCCCC2)C(O)CCC3)c1 (stereo unspecified)
  /	-0.6	i	i	8.1%	/	/	/	/
- Cc1cccc(CNC(=O)c2ccc(NC(=O)N3CCSc4ncccc43)cc2)c1
  -3.4%	/	/	/	4.4%	-1.3%	2.8%	/	0.0%
- NC(Cc1ccc(C(F)(F)F)cc1)c1csc(Nc2cnccn2)n1 (stereo unspecified)
  -67.9%	-1.4	i	?	6.6%[9.22 µM]	/	/	/	7.08µM*
- Cc1ccc2c(C)c(C(=O)N3CCCC(C(N)=O)C3)oc2c1C (stereo unspecified)
  -17.2%	0.5	i	i	5.7%	2.8%	12.6%	-0.1%	-14.2%
- COc1ccc(C(=O)N(Cc2ccco2)Cc2cccs2)c(O)c1
  -23.0%&-9.3%	-1.7	i	i	-0.8%	3.1%&13.5%&-2.9%	2.0%&-4.1%&0.2%	0.1%	-0.5%&-16.7%
- CCN(C[C@H]1N[C@@](CC)(C(=O)OC)[C@H]2C(=O)N(Cc3ccccc3)C(=O)[C@@H]12)C(=O)COc1ccccc1
  1.9%	-2.0	i	i	0.6%	4.6%	-0.6%	-2.9%	1.2%
- CNC(CC(C)C)C(=O)NC1C(=O)NC(CC(N)=O)C(=O)NC2C(=O)NC3C(=O)NC(C(=O)NC(C(=O)O)c4cc(O)cc(O)c4-c4cc3ccc4O)C(O)c3ccc(c(Cl)c3)Oc3cc2cc(c3OC2OC(CO)C(O)C(O)C2OC2C[C@](C)(N)C(O)C(C)O2)Oc2ccc(cc2Cl)C1O (stereo partly specified)
  11.5%	0.1	i	i	0.0%	9.3%	6.5%	0.1%	1.7%
- O=c1[nH]c(C2CCN(S(=O)(=O)c3ccccc3)CC2)nc2c1nnn2Cc1ccccc1
  -16.4%	1.8	i	i	-0.1%	-1.2%	-4.3%	3.3%	8.2%
- Cn1c(=O)[nH]c(=O)c2c1nc(N1CCNCC1)n2Cc1ccccc1
  10.5%	6.2	i	?	0.1%	-2.4%	-2.0%	-0.5%	14.4%
- CCn1ccc(C(=O)Oc2ccc(Cl)cc2)n1
  -19.4%	-1.6	i	i	1.7%	5.6%	14.1%	0.6%	-0.2%
- COc1ccc(CC(=O)N2CCc3cc(OC)c(OC)cc3C2COc2cc(C)cc(C)c2)cc1OC (stereo unspecified)
  -17.9%	/	/	i	-2.1%	/	-8.5%	/	14.1µM*
- CCOc1ccc(NC(=O)CN2CCN(CC(=O)Nc3ccc(OC)cc3OC)CC2)cc1
  7.3%	1.5	i	i	0.0%	13.8%	-6.7%	-0.2%	2.7%
- Cc1occc1-c1n[nH]c(=S)n1-c1ccccc1
  -0.1%	0.1	i	i	-0.8%	14.1%	-3.8%	-3.6%	-7.1%
- CN(Cc1ccccc1)C(=O)c1nc[nH]c1C(=O)N1CCc2ccccc2C1
  -0.8%	-0.6	i	i	-0.2%	9.9%	13.4%	0.0%	2.6%
- CCN(C(=O)CSc1nc(N)cc(=O)[nH]1)c1c(N)n(Cc2ccccc2)c(=O)[nH]c1=O
  9.0%	-1.8	i	?	-0.5%	3.0%	-1.1%	-0.1%	14.8%
- CCN(CC(O)COc1ccc(OCC(O)CN(CC)C2CCCCC2)cc1)C1CCCCC1 (stereo unspecified)
  -33.3%	0.0	i	i	3.0%	-5.0%	?	/	17.4%
- CC(C(=O)Nc1ccc(C#N)cc1)N1CCN(C(=O)C2CC2)CC1 (stereo unspecified)
  10.1%	-1.7	i	i	-0.2%	2.2%	-1.5%	1.1%	5.1%
- CCN(CC)C(=O)COc1coc(CN2CCN(c3ccccc3F)CC2)cc1=O
  0.8%	1.9	i	i	-0.6%	12.5%	0.9%	-1.2%	-12.9%
- Cc1cc(C)cc(Oc2nn[nH]n2)c1
  6.6%	-0.6	i	i	-0.4%	-16.4%	1.4%	0.3%	-2.1%
- CCOc1ncccc1C(=O)NNC(=O)c1cccc(S(=O)(=O)Nc2ccc(OC)cc2)c1
  -26.2%	0.7	i	i	-1.0%	?	0.6%	1.3%	4.9%
